Screening data from PubChem BioAssay.
BRCA1 expr act: BRCA1 expression activation. MCF7-BRCA1-FFLuc reporter, luminescence, 48 h; response scale: scaled: vehicle 0%, 10 µM genistein 100%. Potency, µM (top dose mostly 46.1 µM), without a hit: at the top dose activation, usual class: activators. 1.1% of 380,000 active; further: nearly all actives have a fitted effect of over 80% in size; some results filed as inactive show a strong effect at the top dose
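First, MCF7-BRCA1-FFLuc cells (2000/well) attach for 2 h; next, compounds are pin-added and incubated 48 h at 37 °C; finally, luciferase reagent is added and luminescence read after 15 min.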
FLuc counter: firefly luciferase modulation, counter-screen for miR-21 project; Potency, µM (highest dose often 57.5 µM), for the others: at the highest dose activity change, negative = inhibition, usual class: inhibitors; purified FLuc, Km substrates, luminescence inhibition; 6.9% of 360,000 active; P08659;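 further: plate controls were vehicle for no effect and reference inhibitor for full effect; nearly all actives have a fitted effect of over 55% in size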
Target sequence (P08659 whole entry, looked up): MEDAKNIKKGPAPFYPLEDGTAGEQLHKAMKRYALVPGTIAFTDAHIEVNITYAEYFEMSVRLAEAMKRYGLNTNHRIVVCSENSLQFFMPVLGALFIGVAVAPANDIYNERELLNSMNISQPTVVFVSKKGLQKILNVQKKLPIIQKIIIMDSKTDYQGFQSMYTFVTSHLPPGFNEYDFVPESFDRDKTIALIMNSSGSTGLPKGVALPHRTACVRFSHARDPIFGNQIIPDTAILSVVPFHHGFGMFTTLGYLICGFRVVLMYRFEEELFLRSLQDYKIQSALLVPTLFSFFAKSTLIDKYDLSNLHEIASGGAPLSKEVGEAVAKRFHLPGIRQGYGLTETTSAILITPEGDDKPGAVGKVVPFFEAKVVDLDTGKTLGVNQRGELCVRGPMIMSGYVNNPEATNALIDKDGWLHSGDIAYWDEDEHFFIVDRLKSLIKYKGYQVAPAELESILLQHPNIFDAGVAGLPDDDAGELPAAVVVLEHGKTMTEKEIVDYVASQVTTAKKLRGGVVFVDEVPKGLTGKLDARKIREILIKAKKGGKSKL
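Purified P. pyralis luciferase, 10 nM final, with Km-level 10 uM D-luciferin and 10 uM ATP in 50 mM Tris acetate pH 7.5, 10 mM Mg acetate, 0.01% Tween-20, 0.05% BSA; 6-point qHTS titration about 60 µM downward; luminescence read.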
Numbers without * were called inactive. The call rests on the fitted dose curve; in most records, active means well fitted curve in the direction sought with a large enough effect; inconclusive means small, poorly fitted or top-dose-only effect, or another doubt; inactive means no such curve, though single readings can be large; an effect the other way counts as inactive or inconclusive. Potency means the concentration at half of the fitted maximal effect.

Screening CCN(C(=O)c1cc2cc3ccc(OC)cc3nc2o1)c1cccc(C)c1 returned BRCA1 expr act -30% and FLuc counter -17%.
Screening COc1ccccc1N1CCN(C(=O)CSc2nc3ccccc3nc2Cc2ccccc2)CC1 returned BRCA1 expr act -52% and FLuc counter -1%.
`c1ccc(-c2cc3ncc4c(n3n2)-c2ccccc2OC4)cc1` gave BRCA1 expr act 62% and FLuc counter inconclusive.
`Cc1ccc(Cn2c(=O)n(Cc3ccc(C(=O)NC4CCN(Cc5ccccc5)CC4)cc3)c(=O)c3ccccc32)cc1` gave BRCA1 expr act 3% and FLuc counter 1%.
Screening COC(=O)c1ccccc1NC(=O)c1sc2nc(C)cc(C)c2c1NC(=O)c1ccccc1Cl returned BRCA1 expr act 11% and FLuc counter 1%.
For CCOC(=O)c1cc(-c2ccc(C)cc2)n(CCC(=O)Nc2cc(Cl)ccc2C)c1C the results were BRCA1 expr act 2% and FLuc counter -2%.
For COc1ccccc1Nc1nn2c(=O)c3ccc(C(=O)NC(C)c4ccccc4)cc3nc2s1 (stereo not drawn) the results were BRCA1 expr act -8% and FLuc counter 0%.
Cc1cc(C)cc(N2C(=O)CSC23C(=O)N(CC(=O)Nc2ccc(F)cc2F)c2ccccc23)c1 (stereo not drawn) was read as BRCA1 expr act 7% and FLuc counter -7%.
`Cc1ccc2ccc3cc(C(=O)N4CCN(c5ccccc5)CC4)nc3c2[nH]1` gave BRCA1 expr act -11% and FLuc counter -2%.
`CCc1cccc(NC(=O)Cn2c(=O)n(Cc3ccccc3)c(=O)c3c2c2cc(OC)ccc2n3C)c1` gave BRCA1 expr act 0% and FLuc counter -3%.
Screening Cc1cc(C)c(NC(=O)c2sc3nc(C)cc(C)c3c2N)c(C)c1 returned BRCA1 expr act -38% and FLuc counter -4%.
Screening CCOC(=O)N1CCC(NC(=O)c2ccc3c(c2)N(Cc2ccc(Cl)cc2)C(=O)c2ccccc2S3(=O)=O)CC1 returned BRCA1 expr act 0% and FLuc counter -3%.
For COc1ccc2c(c1)c1c(c(=O)n(CCc3ccccc3)c(=O)n1Cc1ccc(Cl)cc1)n2C the results were BRCA1 expr act -17% and FLuc counter -2%.
Screening COc1ccc(-c2nc3ccccc3o2)cc1NC(=O)C(C)(C)Oc1ccc(Br)cc1 returned BRCA1 expr act 1% and FLuc counter -5%.
For Cc1nn(-c2ccccc2)c2c1N(CCCC(=O)NCc1ccc(OC(C)C)cc1)C(=O)CS2 the results were BRCA1 expr act -46% and FLuc counter inconclusive.
CCc1ccccc1Nc1nn2c(=O)c3ccc(C(=O)NCCc4ccccc4)cc3nc2s1 was read as BRCA1 expr act -5% and FLuc counter -3%.
For N#Cc1ccccc1Cn1c(SCC(=O)NCc2ccccc2)nc2ccccc21 the results were BRCA1 expr act -25% and FLuc counter 6%.
Cc1cccc(C)c1OCc1cc(=O)n2ccsc2n1 was read as BRCA1 expr act 12% and FLuc counter -5%.
Cc1cc(C)cc(-n2c(SCC(=O)NCc3ccco3)nc3c([nH]c4ccccc43)c2=O)c1 was read as BRCA1 expr act -33% and FLuc counter 1%.
`CCc1ccc(C(=O)c2cn(CC(=O)Nc3ccc(F)cc3)c3ccc(F)cc3c2=O)cc1` gave BRCA1 expr act -32% and FLuc counter -3%.

A run of entries taken from the entries so far:
`CCc1cccc(NC(=O)Cn2c(=O)n(Cc3ccccc3)c(=O)c3c2c2cc(OC)ccc2n3C)c1` gave BRCA1 expr act 0% and FLuc counter -3%.
Screening Cc1cc(C)c(NC(=O)c2sc3nc(C)cc(C)c3c2N)c(C)c1 returned BRCA1 expr act -38% and FLuc counter -4%.
Screening CCOC(=O)N1CCC(NC(=O)c2ccc3c(c2)N(Cc2ccc(Cl)cc2)C(=O)c2ccccc2S3(=O)=O)CC1 returned BRCA1 expr act 0% and FLuc counter -3%.
For COc1ccc2c(c1)c1c(c(=O)n(CCc3ccccc3)c(=O)n1Cc1ccc(Cl)cc1)n2C the results were BRCA1 expr act -17% and FLuc counter -2%.
Screening COc1ccc(-c2nc3ccccc3o2)cc1NC(=O)C(C)(C)Oc1ccc(Br)cc1 returned BRCA1 expr act 1% and FLuc counter -5%.
For Cc1nn(-c2ccccc2)c2c1N(CCCC(=O)NCc1ccc(OC(C)C)cc1)C(=O)CS2 the results were BRCA1 expr act -46% and FLuc counter inconclusive.
CCc1ccccc1Nc1nn2c(=O)c3ccc(C(=O)NCCc4ccccc4)cc3nc2s1 was read as BRCA1 expr act -5% and FLuc counter -3%.
For N#Cc1ccccc1Cn1c(SCC(=O)NCc2ccccc2)nc2ccccc21 the results were BRCA1 expr act -25% and FLuc counter 6%.
Cc1cccc(C)c1OCc1cc(=O)n2ccsc2n1 was read as BRCA1 expr act 12% and FLuc counter -5%.

Continued:
`Cc1ccc(C)c(-c2ccc(=O)n(C(C)C(=O)Nc3ccccc3C(F)(F)F)n2)c1` (stereo not drawn) gave BRCA1 expr act 15% and FLuc counter -10%.
Screening CCc1noc(-c2ccc(NC(C)c3ccccc3)c([N+](=O)[O-])c2)n1 (stereo not drawn) returned BRCA1 expr act -41% and FLuc counter 0%.
`CCCCOc1ccc(S(=O)(=O)n2nc(C)c(S(=O)(=O)N3CCCCCC3)c2C)cc1` gave BRCA1 expr act 4% and FLuc counter -6%.
Screening O=C(Cc1ccc(F)cc1)NCCc1csc(-c2ccc(C(F)(F)F)cc2)n1 returned BRCA1 expr act -15% and FLuc counter -13%.
Cc1cccc(S(=O)(=O)Nc2cccc(-c3ccc(N4CCCCC4)nn3)c2)c1 was read as BRCA1 expr act 103% and FLuc counter 3.4µM*.
Screening CCn1cc(C(=O)OCC(=O)Nc2cc(Cl)ccc2OC)c(=O)c2ccc(C)nc21 returned BRCA1 expr act 4% and FLuc counter 3%.
O=C(Nc1cccc(C(F)(F)F)c1)C1CCN(S(=O)(=O)c2cccc3nsnc23)CC1 was read as BRCA1 expr act -55% and FLuc counter 7%.
`COc1ccc(OCC(=O)N2CCN(C(=O)c3cccc(OC)c3)CC2)cc1` gave BRCA1 expr act 3% and FLuc counter inconclusive.
For COC(=O)c1ccc(CSc2nc3c([nH]c4ccccc43)c(=O)n2-c2cccc(OC)c2)o1 the results were BRCA1 expr act -11% and FLuc counter 0%.
Screening CCOC(=O)c1cnc2ccc(C(=O)OC)cc2c1Nc1ccc(N2CCOCC2)cc1 returned BRCA1 expr act -21% and FLuc counter -2%.
Screening CC(C)(C)C(=O)Nc1c(C(=O)N2CCN(c3ccc(F)cc3)CC2)oc2ccccc12 returned BRCA1 expr act 10% and FLuc counter 1%.
Screening COc1cccc(C(=O)Nc2c3c(nn2-c2ccc(Cl)cc2)CS(=O)(=O)C3)c1 returned BRCA1 expr act -18% and FLuc counter 3%.
CCOc1ccc(CCNC(=O)c2oc(=O)c3ccccc3c2-c2ccc(C)cc2)cc1OCC was read as BRCA1 expr act -3% and FLuc counter -8%.
For COc1ccc(Cl)cc1NC(=O)CCCN1C(=O)C(c2ccccc2)Oc2cccnc21 (stereo not drawn) the results were BRCA1 expr act -50% and FLuc counter 5%.
Cc1cc(NC(=O)C2CCCN(S(=O)(=O)c3cccc4nsnc34)C2)ccc1Br (stereo not drawn) was read as BRCA1 expr act 1% and FLuc counter 5%.
`COc1ccccc1NC(=O)C1=C(C)Nc2nc(SCc3ccccc3Cl)nn2C1c1ccncc1` (stereo not drawn) gave BRCA1 expr act 10% and FLuc counter 0%.
CCOc1cc(C(=O)N2CCn3c4c(c5cc(C)ccc53)CCCC42)cc(OCC)c1OCC (stereo not drawn) was read as BRCA1 expr act 17% and FLuc counter -15%.
CCCCN(CCCNC(=O)c1cc(Nc2cccc(SC)c2)nc2ccccc12)Cc1ccccc1 was read as BRCA1 expr act -74% and FLuc counter -7%.
`COc1cccc(NC(=O)CSc2nc3c(oc4ccccc43)c(=O)n2Cc2ccco2)c1` gave BRCA1 expr act -21% and FLuc counter -4%.
Screening COc1ccc(CCNC(=O)c2c(O)nc3cc(C)ccn3c2=O)cc1OC returned BRCA1 expr act 7% and FLuc counter -4%.
For CCOc1ccc(S(=O)(=O)NCCc2c(C)[nH]c3c(Cl)cccc23)cc1C the results were BRCA1 expr act -46% and FLuc counter 2%.
For CCOc1ccc(-n2c(SCc3ccc(C(=O)OC)o3)nc3c([nH]c4ccccc43)c2=O)cc1 the results were BRCA1 expr act 2% and FLuc counter 1%.
For Cc1ccc(C)n1-c1nnc(N2CCCC(C(=O)NCc3cccc(F)c3)C2)s1 (stereo not drawn) the results were BRCA1 expr act 22% and FLuc counter -5%.
Cc1ccc(C)c(Cn2c(=O)n(Cc3ccccc3)c(=O)c3c2c2cc(C)ccc2n3C)c1 was read as BRCA1 expr act -21% and FLuc counter 0%.
For Cc1ccc(CCNC(=O)c2cc3sccc3n2Cc2ccc(C)cc2)cc1 the results were BRCA1 expr act -12% and FLuc counter 2%.
Screening CCN(CC)S(=O)(=O)c1ccc2c(c1)nc(CN(C)C(=O)Nc1ccc(Cl)cc1)n2C returned BRCA1 expr act 2% and FLuc counter -19%.
`Cc1ccc(CNC(=O)c2nc(SCc3cccc(C)c3)ncc2Cl)cc1` gave BRCA1 expr act 8% and FLuc counter -1%.
Cc1ccc(C)c(NC(=O)N2CCN(C)c3ncccc32)c1 was read as BRCA1 expr act 10% and FLuc counter -1%.
`COc1ccc(-c2cc(-c3ccc(F)cc3)nc3c2COc2ccc(F)cc2-3)cc1` gave BRCA1 expr act -1% and FLuc counter -6%.
For O=C(C1CC1)N1CCc2cc(Br)cc(S(=O)(=O)Nc3ccc(F)c(F)c3)c21 the results were BRCA1 expr act -31% and FLuc counter inconclusive.
Screening CN(C)c1ccc(NC(=O)CSc2nc(-c3ccco3)cc(C(F)(F)F)n2)cc1 returned BRCA1 expr act -41% and FLuc counter 2%.
For CCOc1ccccc1NC(=O)COC(=O)c1cn(CC)c2nc(C)ccc2c1=O the results were BRCA1 expr act 10% and FLuc counter -12%.
Screening COc1cccc(NC(=O)CSc2cc(=O)n(C)c3ccc(Cl)cc23)c1 returned BRCA1 expr act 13% and FLuc counter 0%.
COc1cc(OC)c(NC(=O)c2cc3c(=O)oc4ccc(C)cc4c3s2)cc1Cl was read as BRCA1 expr act 8% and FLuc counter -1%.
CCOC(=O)C1CCN(CC(=O)Nc2cc(C)c3c(=O)oc4ccccc4c3n2)CC1 was read as BRCA1 expr act 9% and FLuc counter -4%.
For O=C1COc2ccc(-c3cc(-c4ccccc4)c4c(n3)-c3ccccc3OC4)cc2N1 the results were BRCA1 expr act 3% and FLuc counter 3%.
For C=Cc1ccc(Cn2c(C(=O)O)c(CNC3CCCCC3)c3ccc(OC)cc32)cc1 the results were BRCA1 expr act -38% and FLuc counter 0%.
For COc1ccc(CNC(=O)CSc2ncc3c(n2)-c2cc(Cl)ccc2N(Cc2ccccc2)S3(=O)=O)cc1OC the results were BRCA1 expr act -17% and FLuc counter -5%.
Screening CN1C(=O)Cc2cc(S(=O)(=O)CCC(=O)Nc3ccc(F)c(Cl)c3)ccc21 returned BRCA1 expr act 17% and FLuc counter -2%.
For COc1cc(OC)c(NC(=O)COc2ccccc2-c2nnc(-c3ccccc3)o2)cc1Cl the results were BRCA1 expr act -1% and FLuc counter 0%.

Brought forward from above: two entries, followed by the next part.
Screening CN1C(=O)Cc2cc(S(=O)(=O)CCC(=O)Nc3ccc(F)c(Cl)c3)ccc21 returned BRCA1 expr act 17% and FLuc counter -2%.
For COc1cc(OC)c(NC(=O)COc2ccccc2-c2nnc(-c3ccccc3)o2)cc1Cl the results were BRCA1 expr act -1% and FLuc counter 0%.
Cc1ccc(NC(=O)CN2C(=O)C3(SCC(=O)N3c3cccc(Cl)c3)c3ccccc32)cc1C (stereo not drawn) was read as BRCA1 expr act -29% and FLuc counter -12%.
Screening CCOc1ccc(-c2cc3c(=O)n(Cc4nc(-c5cccc(OC)c5OC)oc4C)ccn3n2)cc1Cl returned BRCA1 expr act -5% and FLuc counter -4%.
For CN1C(=O)Cc2cc(S(=O)(=O)CCC(=O)N3CCN(c4cccc(Cl)c4)CC3)ccc21 the results were BRCA1 expr act 0% and FLuc counter -5%.
For CC(=O)c1ccc(N2C(=O)N(Cc3cc(C)ccc3C)c3ccccc3S2(=O)=O)cc1 the results were BRCA1 expr act 5% and FLuc counter 4%.
For O=C(NCCc1csc(-c2cccnc2)n1)c1ccc(F)c(F)c1 the results were BRCA1 expr act 40% and FLuc counter inconclusive.
Screening O=S(=O)(Nc1nc2ccccc2nc1Nc1ccccc1Br)c1ccccc1 returned BRCA1 expr act 14% and FLuc counter -6%.
Screening CCOCCCn1c(=N)c(C(=O)NCC2CCCO2)cc2c(=O)n3cccc(C)c3nc21 (stereo not drawn) returned BRCA1 expr act 16% and FLuc counter 6%.
`Cc1ccc(CNC(=O)CNS(=O)(=O)c2cccs2)cc1` gave BRCA1 expr act 13% and FLuc counter 5%.
For CCOc1ccc(-c2cc(C(=O)NCCCOC)c3c(-c4ccc(CC)cc4)[nH]nc3n2)cc1 the results were BRCA1 expr act -9% and FLuc counter 1%.
Cc1c(-c2nsc(NC(=O)c3ccccc3)n2)nnn1-c1ccc(C(F)(F)F)c(Cl)c1 was read as BRCA1 expr act -1% and FLuc counter -1%.
For Cc1ccc(NC(=O)Nc2cc3c(cc2N2CCCCC2)n(C)c(=O)n3C)cc1Cl the results were BRCA1 expr act -55% and FLuc counter -12%.
CCCCN(Cc1ccccc1)C(=O)CN(C)S(=O)(=O)c1ccc2c(c1)c(=O)n(C)c(=O)n2C was read as BRCA1 expr act -9% and FLuc counter 1%.
COc1ccc(C(=O)CN2C(=O)N(c3ccc(C(C)=O)cc3)S(=O)(=O)c3ccccc32)cc1 was read as BRCA1 expr act 7% and FLuc counter -6%.

The list is partial. The share of hits here may be higher or lower than overall.
